MEKK3 PB1 HTS: raises or lowers MEK5 binding to the human MEKK3 PB1 domain; 1.4% of 290,000 active; bead-based flow cytometry, Alexa488-MEK5 binding to MEKK3; actives lie on both sides; 0 = blocked by unlabeled MEK5, 100 = vehicle; binding response (% of control), % at 10 µM; Q99759;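 active means binding response more than 3 SD above or below the average of its plate-row segment, actives on both sides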;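 further: Alexa488 bead fluorescence after subtracting the streptavidin-only scavenger bead signal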
Target sequence (Q99759 whole entry, looked up, the tested form may be a part): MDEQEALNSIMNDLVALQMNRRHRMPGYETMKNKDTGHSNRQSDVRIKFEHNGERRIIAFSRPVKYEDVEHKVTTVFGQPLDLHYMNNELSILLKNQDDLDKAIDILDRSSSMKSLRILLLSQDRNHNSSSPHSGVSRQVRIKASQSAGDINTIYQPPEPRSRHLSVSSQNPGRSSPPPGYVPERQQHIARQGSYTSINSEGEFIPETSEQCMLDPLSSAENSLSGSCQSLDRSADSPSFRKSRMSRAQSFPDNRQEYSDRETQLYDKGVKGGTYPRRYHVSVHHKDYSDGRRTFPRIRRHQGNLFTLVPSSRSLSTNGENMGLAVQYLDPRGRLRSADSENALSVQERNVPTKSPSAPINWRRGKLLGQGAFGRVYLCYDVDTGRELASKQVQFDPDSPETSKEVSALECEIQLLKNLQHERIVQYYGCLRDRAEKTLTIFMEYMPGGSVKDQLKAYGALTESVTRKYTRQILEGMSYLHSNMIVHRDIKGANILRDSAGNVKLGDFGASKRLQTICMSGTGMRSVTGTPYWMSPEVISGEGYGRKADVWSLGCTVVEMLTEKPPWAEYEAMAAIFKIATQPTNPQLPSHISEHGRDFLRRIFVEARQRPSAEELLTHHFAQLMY
FID counter: counter-screen for HCV NS3 helicase inhibitors: DNA intercalator displacement. DNA fluorescent intercalator displacement, fluorescence. inhibition, % at 7.9 µM. 0.17% of 290,000 active; in the data active means inhibition above about 37%;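 further: 0% = vehicle and 100% = reference compound; higher means more ethidium bromide displaced from hairpin DNA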
SUMO HTRF inh: inhibitors of human SUMOylation (UBC9); P63279; HTRF SUMOylation assay, SAE1/SAE2 + UBC9, in vitro; inhibition, % at 35 µM; 0.36% of 290,000 active; AID 2006; in the data active means inhibition above about 50%, passing the limit was not always enough; further: strong numbers were not always called active
Target sequence (P63279 whole entry, looked up): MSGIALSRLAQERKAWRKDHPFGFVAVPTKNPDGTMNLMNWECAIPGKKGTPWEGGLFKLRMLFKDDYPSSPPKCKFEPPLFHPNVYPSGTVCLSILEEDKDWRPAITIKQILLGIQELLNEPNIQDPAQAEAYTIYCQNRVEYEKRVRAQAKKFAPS
HCV NS3 hel inh: inhibitors of Hepatitis C virus NS3 helicase; inhibition, % at 10.9 µM; 0.56% of 290,000 active; AID 1800; NS3 helicase DNA unwinding, Cy5 molecular beacon fluorescence;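 active means inhibition above the mean of all tested compounds plus 3 SD, set per campaign, cut at about 35% in these data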;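 further: 0% = DMSO wells and 100% = thioflavine S control wells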
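System: HCV NS3 helicase fragment; control set: DMSO and thioflavine S; technique: Cy5 fluorescence at 0 and 60 min, beacon hairpin quenching; reagent: beacon DNA duplex substrate plus ATP; replicates: singlicate; schedule: 1 h reaction at 25 °C, ATP-initiated; medium: MOPS buffer pH 6.5 with MgCl2, DTT, Tween20, BSA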
CRFBP-R2 block: blocks CRF-induced signaling of the CRF-BP/CRF-R2 complex. HEK293 CRF-R2/CRF-BP, CRF-induced calcium fluorescence. inhibition, % at 11.8 µM. 0.59% of 350,000 active;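 active means inhibition of the ligand-induced calcium signal above about 50% at the single tested concentration, limit read from the data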
MEKK2 mut-MEK5: signal of MEK5 binding to mutant human MEKK2 PB1 domain; bead flow cytometry, Alexa488-MEK5 binding to MEKK2 mutant; percent response, % at 10 µM; 0.35% of 290,000 active; AID 1530; in the data active means percent response above about 24%, passing the limit was not always enough; further: inactives centre near 1; some results filed as inactive read as strong as hits
MEKK2wt PB1 HTS: raises or lowers MEK5 binding to wildtype human MEKK2 PB1 domain; Q9Y2U5; bead flow cytometry, Alexa488-MEK5 binding to MEKK2 WT; actives lie on both sides; binding response (% of control), % at 10 µM; 1.1% of 290,000 active; AID 1531; in the data active means binding response below about 67% or above about 130%
CRFR2-BP ag: agonists of human CRF-binding protein/CRF-R2 receptor complex; HEK293 CRF-R2/CRF-BP, calcium dye fluorescence (FLIPR); percent of saturating CRF peptide response; 0.46% of 350,000 active; activation, % at 13.2 µM;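 active means activation of at least 50%, plus an integration ratio under a set limit after plate pattern correction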;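 further: plate controls were neutral control wells without compound for no effect and CRF at EC100 for full effect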
GalR3 antag: antagonists of human GalR3 | O60755 | HEK293 GalR3-CNG cAMP membrane potential fluorescence; galR3 body fused to GalR1 C-terminus | inhibition, % at 3 µM | 0.44% of 360,000 active | AID 651719;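 active means inhibition above the screen-wide average plus 3 SD, cut at about 13% in these data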;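 further: forskolin and galanin both at EC90 stimulate the cells; cAMP rise reported by CNG channel membrane potential dye signal; 0% = forskolin plus galanin with DMSO and 100% = forskolin alone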
Target sequence (O60755 1-299 limits assumed): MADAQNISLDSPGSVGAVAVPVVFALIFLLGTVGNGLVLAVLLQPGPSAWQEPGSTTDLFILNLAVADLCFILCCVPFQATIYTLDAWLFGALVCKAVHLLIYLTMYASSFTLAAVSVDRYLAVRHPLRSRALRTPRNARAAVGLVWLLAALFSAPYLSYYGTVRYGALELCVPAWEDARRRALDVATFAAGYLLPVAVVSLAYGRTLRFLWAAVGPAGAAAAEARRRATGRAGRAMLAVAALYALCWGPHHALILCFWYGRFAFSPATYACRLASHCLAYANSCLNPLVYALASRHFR
* marks the source's active call; other numbers are inactive results; x = not tested or not shown; & = joins results of further samples; [ ] = remark or other dose. Not all compounds are listed (hit frequency here may not be typical).

SMILES	MEKK3 PB1 HTS	FID counter	SUMO HTRF inh	HCV NS3 hel inh	CRFBP-R2 block	MEKK2 mut-MEK5	MEKK2wt PB1 HTS	CRFR2-BP ag	GalR3 antag
O=C(NCc1ccccc1)c1c[nH]c2ccc(S(=O)(=O)Nc3ccc4c(c3)OCCO4)cc2c1=O	103	31	6	-27	-4	5	105	3.2	-2
O=c1[nH]c2ccccc2cc1CN(Cc1cccnc1)S(=O)(=O)c1ccc([N+](=O)[O-])cc1	100	-30	3	8	-22	2	97	0.1	-7
O=C(NCc1cccc(Cl)c1)C1CCCO1 (stereo not drawn)	101	-3	-3	-2	1	-2	97	-1.1	-1
CCCCNC(=O)C(c1ccc(OCC(=O)OC)c(C(=O)OC)c1)N(CCc1ccccc1)C(=O)CCCCCN1C(=O)NC(c2ccc(-c3ccccc3)cc2)C(C(=O)OCc2ccccc2)=C1C (stereo not drawn)	67	x	-10	x	x	2	65	x	x
C=CCNC(=O)CSc1nnc(C(CC)N(C)C)n1C1CCCCC1 (stereo not drawn)	80	-2	19	-2	8	-18	80	1.2	7
CCOC(=O)N1CCN(C(=S)NC)CC1	105	0	0	-3	3	7	106	-0.4	-3
Cc1ccc(NC(=O)c2cc(N3C(=O)C=CC3=O)ccc2N2CCOCC2)cc1	99	-12	20	13	6	-9	86	16	2
COC(c1ccccc1)c1nnc(CCC(=O)NC2CCCCC2)o1 (stereo not drawn)	101	-9	-10	5	-10	-6	91	-0.3	-7
CCCNS(=O)(=O)c1ccc(OCC(=O)Nc2ccc3c(c2)OCO3)cc1	101	-12	0	-10	36	1	101	1.2	-2
Cc1ccc(C(=O)NCCNc2nc3cc(C)c(C)cc3cc2C)cc1	102	-1	10	-33	0	1	106	0.8	-4
CCOC(=O)c1ccc(-n2[nH]c(-c3ccccc3)cc2=O)cc1	101	-5	-8	9	11	-6	92	-1.5	-3
CC(C)c1ccc(NC(=O)c2sccc2-n2cccc2)cc1	101	-11	-9	-2	-30	-5	101	6.5	-2
CCCN1C(=O)S/C(=C\c2ccc(N3CCOCC3)cc2C)C1=O	96	3	4	-5	x	2	96	x	x
COc1cccc(C2CC(c3cccs3)=NN2C(=O)CCC(=O)O)c1OC (stereo not drawn)	101	-37	6	2	-1	-1	104	0.0	0
CCNc1nc(SCCOc2ccc(Cl)cc2Cl)nc(N(C)C)n1	109	-3	-5	10	-2	0	116	7.0	-8
O=C(CNCc1cccs1)Nc1ccc(N2CCCCCC2)cc1	99	15	-20	-55	15	-3	102	-4.0	-4
CCN(CC)CC1(O)CCN(C(=O)c2ccc(Cl)c(Cl)c2)CC1	101	-1	20	6	8	5	102	-1.8	-3
NC(=O)c1nsc(C(=O)N(CC(=O)NC2CCCCC2)c2cccc(F)c2)c1N	99	-24	20	-2	-13	-2	97	-1.0	-5
O=C(Nc1cccc(O)c1)c1ccc(NC(=O)C2CCCO2)cc1 (stereo not drawn)	99	-3	7	2	-9	1	96	1.5	2
COc1ccc(N)c2c1C(=O)c1ccccc1C2=O	106	1	-69	2	4	3	106	-0.3	-6
O=C(/C=N/O)Nc1ccccc1	95	2	1	0	-1	-11	87	-0.3	1
COc1ccc(C(=O)COc2ccc(F)cc2)c(O)c1C	104	-3	-3	-4	15	6	100	1.9	x
O=C(/C=C/c1ccc2ccccc2n1)c1cc(Cl)ccc1O	99	-5	12	10	1	-1	92	2.0	-7
O=C(N/N=C/c1ccc([N+](=O)[O-])o1)c1cc2ccccc2o1	100	-4	8	-3	-1	0	98	-0.6	-4
CC[N+]1(C)CC2CCC(C)(C1)C2(C)C (stereo not drawn)	93	-1	-5	5	-4	-18	85	-0.9	-4

2 records picked at random from the list so far, as already listed:
SMILES	MEKK3 PB1 HTS	FID counter	SUMO HTRF inh	HCV NS3 hel inh	CRFBP-R2 block	MEKK2 mut-MEK5	MEKK2wt PB1 HTS	CRFR2-BP ag	GalR3 antag
CC[N+]1(C)CC2CCC(C)(C1)C2(C)C (stereo not drawn)	93	-1	-5	5	-4	-18	85	-0.9	-4
O=C(/C=N/O)Nc1ccccc1	95	2	1	0	-1	-11	87	-0.3	1

(further entries)
SMILES	MEKK3 PB1 HTS	FID counter	SUMO HTRF inh	HCV NS3 hel inh	CRFBP-R2 block	MEKK2 mut-MEK5	MEKK2wt PB1 HTS	CRFR2-BP ag	GalR3 antag
COc1cc(NC(=O)c2ccccc2[N+](=O)[O-])ccc1NC(=O)C(C)C	96	-2	-5	5	-8	9	99	0.6	-2
CCOC(=O)C1CCCN(CCC(=O)Nc2ccc(F)c(F)c2)C1 (stereo not drawn)	103	1	21	-7	1	-1	105	0.6	1
O=C(Nc1cccc(Cl)c1)N1CCCCCC1	104	-3	7	7	-9	5	108	-0.5	-9
CN1C=CC=C/C1=C1\SC(=S)N(c2ccccc2)C1=O	x	-1	-9	3	22	x	x	-2.2	-3
Cc1cc(C)n(-c2nc(NCc3cccnc3)c3c4c(sc3n2)COC(C)(C)C4)n1	97	-6	28	-2	8	-3	97	-2.5	0
CN(Cc1ccc(O)cc1)C1CCCCC1	100	1	2	-3	15	7	101	11	-8
COC(=O)c1cnn2c(C(F)(F)F)cc(-c3ccccc3)nc12	88	-9	37	-8	-14	1	97	-3.4	-8
COc1ccc(CC(=O)Nc2cccc(-c3nnc(-c4ccc(C)cc4)o3)c2)cc1OC	105	0	0	-5	-16	4	105	0.2	2
CC(=O)Nc1ccc(NC(=O)c2cccc(C(=O)OC(C)C)n2)cc1	99	-18	-22	-1	21	3	104	-0.8	-4
CCOc1ccc(-n2nc(C(=O)NC3CCCCC3)c3ccccc3c2=O)cc1	98	-25	10	26	-14	2	93	1.9	-6
Cc1ccc2sc(NC(=O)CN3C(=O)c4ccccc4C3=O)nc2c1C	108	-4	0	0	-2	-3	100	0.0	2
O=C(CCCC(=O)OCC(F)(F)C(F)F)Nc1nccs1	75	1	27	2	0	-11	72	-0.7	-7
C=CCc1c(OC)ccc2ccc(=O)oc12	102	-3	12	15	-10	17	102	7.0	-2
Cc1occc1-c1nnc(SCC(=O)c2ccc(Cl)cc2)n1CC1CCCO1 (stereo not drawn)	2.0*[inhibitor]	-35	-8	16	5	-26	3.0*[inhibitor]	-1.3	-3
Cc1ccc(S(=O)(=O)Cc2ccc([N+](=O)[O-])cc2)cc1	100	2	7	6	-11	3	103	1.2	-4
CCOc1ccc(S(=O)(=O)N2CCC(C(=O)N3CCCCCC3)CC2)cc1Cl	101	-65	-8	-11	1	-3	97	-1.1	-4
Cc1ccc(C)c(S(=O)(=O)N2CCN(C(=O)c3cncc(Br)c3)CC2)c1	102	-33	-9	4	0	-5	102	0.8	-7
O=C(CCCCCN1C(=O)[C@@H]2Cc3ccccc3CN2C1=O)NCCc1ccccc1	103	-59	-10	4	-23	1	105	0.7	-5
O=C(OCc1c(Cl)cccc1Cl)c1cccnc1	108	-21	1	21	1	5	109	-2.1	-6
O=C(NCC1CCCO1)C1c2ccccc2C(=O)N1Cc1ccc2c(c1)OCO2 (stereo not drawn)	101	-6	9	-6	1	4	100	1.2	1
O=C(c1cccs1)N1CCN=C1SCc1ccc(Cl)cc1	122	5	-24	-1	0	0	107	-0.1	-3
Cc1ccc(C(=O)Nc2ccc(CN3CCCCC3)cc2)c(C)c1	63	11	-4	6	4	-27	62	1.2	-7
C=CCn1c(SCCOc2ccc(OC)cc2)nnc1C(CO)NC(=O)c1ccc(OC)cc1 (stereo not drawn)	98	-22	4	-16	-16	7	99	-1.0	-6
CCC(CC)C(=O)c1c[nH]c(C(=O)NCc2ccccn2)c1	100	-6	9	7	5	0	105	-1.5	-6
COc1ccc(-c2cc3ncc(C(C)=O)c(C)n3n2)cc1	100	0	16	1	1	1	97	2.1	-6
Carrying on.
SMILES	MEKK3 PB1 HTS	FID counter	SUMO HTRF inh	HCV NS3 hel inh	CRFBP-R2 block	MEKK2 mut-MEK5	MEKK2wt PB1 HTS	CRFR2-BP ag	GalR3 antag
O=C(CCNC(=O)Cn1ccc2ccccc2c1=O)NCCCN1CCN(c2ccccc2F)CC1	98	2	9	-6	4	2	105	-1.1	-1
COc1cc2nc(N(C)CCCNC(=O)C3CCCO3)nc(N)c2cc1OC (stereo not drawn)	107&98	5	1	3	x	4&2	107&100	x	x
CCn1c(=O)c2cc(C(=O)N(C)CC(OC)OC)sc2c2ccccc21	95	-34	1	-4	37	3	103	-4.3	-3
COCCOC(=O)C1=C(C)NC(C)=C(C(=O)OC(C)C)C1c1cccc([N+](=O)[O-])c1 (stereo not drawn)	95&104	-32	-22	-19	10	-4&2	96&107	-1.9	-1
CCO/N=C(/C)c1c(O)cc(C(C)(C)C)n(-c2ccccc2)c1=O	99	-14	-4	5	17	-2	87	-3.0	-5
CC(C)CC(=O)N1CCC(O)(CS(=O)(=O)Cc2ccccc2)CC1	100	-5	-1	-9	-6	-1	99	0.5	-3
CC(CNC(=O)c1ccc(OC2CCN(Cc3ccccn3)CC2)cc1)c1ccccc1 (stereo not drawn)	101	10	8	-13	x	4	109	x	4
COCCN1CN=C(NS(=O)(=O)c2ccc(C)cc2)NC1	101	-1	10	7	-3	1	103	-0.7	-9
COc1cccc2cc(C(=O)CC3(O)C(=O)N(Cc4ccccc4)c4ccccc43)c(=O)oc12 (stereo not drawn)	89	-10	-31	8	-2	-6	86	-2.3	-1
CCCCc1cc(C(=O)Cc2ccccn2)c(O)cc1O	101	-17	12	-6	3	4	103	0.2	-11
O=C(CN1CCOCC1)Nc1cccc(Br)c1	96	3	0	-1	-23	1	99	-0.7	-6
CCn1c(NN)nc2sc3c(c2c1=O)CCC3	100	-8	18	19	26	6	103	-1.4	-5
CCOc1ccc(C2/C(=C(\O)c3ccc4c(c3)OCCO4)C(=O)C(=O)N2CCN2CCOCC2)cc1OCC (stereo not drawn)	107	-62	-2	11	7	7	112	-0.1	-4
C=CCNC(=O)/C(C#N)=C/c1ccccc1Cl	101	-5	18	14	-15	-4	102	2.8	-7
O=C(/C(=N/N=C/c1ccc(O)c(O)c1)c1ccccc1)c1ccccc1	127	-8	0	2	1	0	107	-1.4	-4
COc1ccc2nc(/N=C\N(C)C)sc2c1	105	10	3	11	-4	-1	105	-0.2	-1
CSc1nnc(NC(=O)C23CC4CC(CC(C4)C2)C3)s1	102	-27	1	3	-56	1	101	-1.7	-8
O=C(CSc1ccc(-c2ccco2)nn1)Nc1cccc(F)c1	104	-9	12	20	1	9	105	0.4	-3
CC(=O)Oc1cc2c(C(=O)NCc3ccncc3)c(C)oc2c2ccccc12	108	x	-1	x	9	5	94	0.7	2
Cc1cccc(N2CCN(C(=O)CN3C(=O)C4CC=CCC4C3=O)CC2)c1C (stereo not drawn)	67*[inhibitor]	-17	-18	-7	18	-2	85	-1.4	-2
COCCn1nnnc1C(c1cc(OC)ccc1OC)N1CCc2ccccc2C1 (stereo not drawn)	97	-21	-6	-5	7	7	104	0.0	3
CN(/N=C/C=C/c1ccccc1)C1=NS(=O)(=O)c2ccccc21	134*	-4	7	7	-28	0	106	1.2	-5
O=c1cc(N2CCCCC2)c(-c2ccccc2)nn1Cc1ccc(Cl)cc1	102	-4	-2	5	-10	7	98	0.6	2

An excerpt from above in order of their number in HCV NS3 hel inh, highest first.
compound,HCV NS3 hel inh
CCn1c(NN)nc2sc3c(c2c1=O)CCC3,19
CN(/N=C/C=C/c1ccccc1)C1=NS(=O)(=O)c2ccccc21,7
O=c1cc(N2CCCCC2)c(-c2ccccc2)nn1Cc1ccc(Cl)cc1,5
O=C(/C(=N/N=C/c1ccc(O)c(O)c1)c1ccccc1)c1ccccc1,2

Source: PubChem BioAssay
